influenza NS1A: NS1A inhibition, H1N1 influenza, cell based functional assay (AID 504329) | NS1A functional cell-based assay, percent inhibition; higher % means a stronger effect | one-dose inhibition, % at 12.5 µM; IC50 in µM for titrated hits | hit rate 0.3% among 340,000; in the data active = a potency from the dose series; inconclusive = inhibition above about 27% without an active follow-up result; also: strong numbers were not always called active
M. tuberculosis: growth inhibition of non-replicating M. tuberculosis (AID 488890); Mycobacterium tuberculosis non-replicating, growth inhibition; higher % means a stronger effect; inhibition, % at 25 µM; hits with a dose series show IC50 in µM; hit rate 0.39% among 320,000; in the data active = a potency from the dose series; inconclusive = inhibition mostly from about 82% at the one dose, without a potency; inactive = the rest, 99 in 100 with inhibition below about 76%;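 also: plate controls were DMSO cells for no effect and high antibiotic wells for full effect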
PhoP GFP inhibition: PhoP regulon inhibitors, Salmonella typhi PhoP promoter GFP reporter, confirmatory (AID 1850) | hit rate 0.33% among 310,000 | inhibition, % at 50 µM; hits with a dose series show IC50 in µM | Salmonella Typhi PhoP-promoter GFP reporter, fluorescence, 4 h; higher % means a stronger effect; in the data active = a potency from the dose series; inconclusive = inhibition mostly from about 25% at the one dose, without a potency; inactive = the rest, 99 in 100 with inhibition below about 19%;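 also: 0% = induced wells with vehicle and 100% = uninduced wells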
H37Rv inhibition: M. tuberculosis growth inhibition, HTS (AID 449762); hit rate 0.59% among 330,000; M. tuberculosis H37Rv growth inhibition, 7H9 media; higher % means a stronger effect; one-dose inhibition, % at 25 µM; IC50 in µM for titrated hits; in the data active = a potency from the dose series; inconclusive = inhibition above about 70% without an active follow-up result;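 also: bacterial growth assessed after seven days of incubation; strong numbers were not always called active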
inhibitors of VEEV: inhibitors of VEEV TC-83 cytopathic effect, confirmation, Vero cells (AID 588727). Vero cells, VEEV TC-83 cytopathic effect inhibition; higher % means a stronger effect. inhibition, % at 20 µM, or IC50 in µM where a hit was titrated. hit rate 0.13% among 350,000; in the data active = a potency from the dose series; inconclusive = inhibition mostly from about 14% at the one dose, without a potency; inactive = the rest, 99 in 100 with inhibition below about 12%; also: strong numbers were not always called active
inhibitors of VEEV 10K pilot screen: second read-out of inhibitors of VEEV, no call of its own (marks repeat the call); inhibition, %; measured here: 10K pilot screen inhibition
* hit, by the source's call; i = inactive; ? = inconclusive; . = no result given.

SMILES | influenza NS1A | M. tuberculosis | PhoP GFP inhibition | H37Rv inhibition | inhibitors of VEEV | others
C=CCn1c(-c2ccc(Cl)cc2)c[nH]c1=S | 3% | 18% | 2% | ? | 7.0%
Cc1ccc(C)c(C(=O)COC(=O)c2cc(Cl)nc3ccccc23)c1 | 9% | ? | -6% | ? | i
CN(C(=O)COC(=O)/C=C/c1ccc(Cl)c(Cl)c1)c1c(N)n(Cc2ccccc2)c(=O)[nH]c1=O | 0% | -3% | -4% | >100µM* | 6.2%
O=C(COC(=O)c1cc(S(=O)(=O)N2CCOCC2)ccc1Cl)NCc1ccccc1 | -3% | -1% | . | 0% | i
O=C(CNS(=O)(=O)c1ccc(Br)cc1)N1CCN(c2ccc(F)cc2)CC1 | 1% | 35% | -2% | -3% | 0.6%
NCCCCCC(=O)O | -1% | -10% | 17% | 11% | i
Cc1ccc(C)c(S(=O)(=O)N2CCN(C(=O)c3ccccc3Cc3ccccc3)CC2)c1 | -6% | 22% | 3% | -2% | 6.0%
CCn1c(O)c(C=Nc2ccccc2)sc1=S | . | 11% | 3% | 10% | .
Cc1ccc(C(=O)N2CCN(S(C)(=O)=O)C2)cc1 | -3% | -6% | 7% | -4% | 1.4%
Cc1ccc(C2C(C#N)=C(N)Oc3cc(N)ccc32)cc1 (stereo unspecified) | -3% | 16% | -7% | -5% | i
CC1=C(c2ccccc2)C=NNCC1=O | 11% | . | . | . | 0.2%
O=C(CC1N=C2c3ccccc3N=C(SCc3ccc(Cl)cc3)N2C1=O)NCc1ccco1 (stereo unspecified) | 11% | 46% | 10% | 8% | 6.3%
CCN(C(=O)c1cnc(NC(C)C)cc1C(F)(F)F)c1ccc(Cl)cc1 | 9% | 14% | -7% | 6% | 1.5%
COCCCN1C(=O)C(=O)/C(=C(/O)c2ccc(S(=O)(=O)N3CCOCC3)cc2)C1c1cccc(Cl)c1 (stereo unspecified) | -1% | -1% | 3% | 2% | 0.2%
Cc1cc(N2CCN(C)CC2)nc2ccc(NC(=O)CCC(=O)NCCCOC(C)C)cc12 | -20% | -6% | 5% | -5% | i
Cc1ccsc1C(=O)N1CCCC(CO)(Cc2ccccc2)C1 (stereo unspecified) | 1% | 10% | -11% | 3% | 1.7%
COc1ccc(S(=O)(=O)N(C)CC(=O)NCCC2=CCCCC2)cc1OC | -17% | 3% | 10% | 4% | i
O=c1oc2ccc3ccccc3c2cc1-c1nnc(-c2ccccc2)o1 | -8% | ? | 2% | ? | 2.4%
COc1ccc(NC(=O)CCS(=O)(=O)c2cccc3nonc23)cc1Cl | -9% | 66% | -5% | ? | 7.2%
CN1CCN(c2cc(C(F)(F)F)nc3ccc(F)cc23)CC1 | -20% | -2% | 6% | -4% | 1.6%
CC(C)NC(=O)CSc1nc(-c2cccs2)cc(-c2ccccc2)c1C#N | -8% | 4% | -1% | -2% | i
CCOc1ccc(N(CC(=O)Nc2cccc(F)c2)S(=O)(=O)c2c(C)noc2C)cc1 | -5% | -13% | -11% | -4% | 0.8%
COc1ccc(N2CC(C(=O)Nc3cccc(OC(C)C)c3)CC2=O)cc1 (stereo unspecified) | 10% | -16% | 13% | -2% | 0.8%
Cc1ccc(C(=O)OCC(=O)c2ccc(CC(=O)N3CCOCC3)s2)cc1C | -5% | 13% | . | -3% | 1.1%
Cc1ccc(C2C(C#N)=C(N)N(N(C)C)C3=C2C(=O)CCC3)cc1 (stereo unspecified) | -6% | -3% | -5% | -6% | 2.0%
New compounds follow:
SMILES | influenza NS1A | M. tuberculosis | PhoP GFP inhibition | H37Rv inhibition | inhibitors of VEEV | others
COc1ccc(NS(=O)(=O)c2cccc(C(=O)NNC(=O)c3ccc(=O)[nH]c3)c2)cc1 | -8% | 3% | . | -8% | 2.2%
C=C(C)COc1ccc(-c2n[nH]c(C)c2-c2ccc(OC)c(OC)c2)c(O)c1 | 2% | 12% | 4% | 9% | 5.4%
c1ccc(CN2CCOCC2)nc1 | -24% | . | . | . | 0.2%
N#C/C(=C/c1ccc(CNS(=O)(=O)c2ccccc2)o1)C(=O)NCc1ccccc1 | 1% | 46% | -7% | -2% | 3.9%
COc1cc(C(CCN2CCCC(C)C2)c2c(OC)cc(OC)c3c2OC(=O)CC3c2ccc(N(C)C)cc2)cc(OC)c1OC (stereo unspecified) | ? | 58% | 13% | -2% | i | inhibitors of VEEV 10K pilot screen=0.0
O=C(c1sc2cc(F)ccc2c1Cl)N1CCN(c2cccc(Cl)c2)CC1 | -9% | 11% | -1% | 5% | 1.3%
O=C(Nc1nnc(C(F)(F)F)s1)c1cccnc1 | 3% | . | -1% | 6% | 4.8%
O=C(CCc1nc2ccccc2s1)OCC(=O)c1ccccc1 | -4% | 67% | -7% | 11% | 0.8%
O=C(NCC(c1ccco1)N1CCc2ccccc2C1)C(=O)Nc1ccccc1 (stereo unspecified) | 9% | 24% | -1% | 52% | 0.7%
COc1ccccc1C(c1c(N)n(C)c(=O)n(C)c1=O)C(C)[N+](=O)[O-] (stereo unspecified) | . | . | 7% | 44% | i
CCN(CC)C1CCN(Cc2cn[nH]c2-c2ccc(OC)c(F)c2)C1 (stereo unspecified) | . | 8% | -1% | -1% | 1.0%
CC1(C)Cc2c(sc(NC(=O)COc3ccc(Cl)cc3)c2C#N)C(C)(C)N1 | 10% | 46% | 8% | 7% | 2.7%
COc1cccc(N2CC(C(=O)Nc3nnc(SCC(=O)Nc4ccc(NC(C)=O)cc4)s3)CC2=O)c1 (stereo unspecified) | -8% | -3% | 7% | -10% | 8.7%
N#Cc1ccc(-c2ccc3c(c2)OCO3)nc1SCC(=O)OCc1ccccc1 | -7% | 35% | -2% | -7% | 1.0%
CC1=NN(c2ccccc2)C(=O)C1/C=C1/NC(=S)NC1=O (stereo unspecified) | . | 4% | 3% | 7% | 1.0%
COc1ccc(-c2c(C)n([O-])c(C)c(C)[n+]2=O)cc1OC | 19% | -7% | -1% | -10% | 0.2%
COC(=O)c1[nH]cnc1C(=O)c1ccccc1 | -8% | 9% | 9% | -5% | 0.5%
CN(CCO)C1=CC(=O)CC(C)(C)C1 | 2% | -18% | 5% | -8% | 1.6%
CCn1c(C)c(C(=O)c2ccccc2)c(C#N)c1C(=O)O | -15% | 16% | 0% | -4% | 1.2%
COc1ccc(C(=O)NCCc2ccc(C)cc2)cc1OC1CCN(C(C)=O)CC1 | -1% | 1% | -3% | -18% | 2.1%
O=S(=O)(NCCN1CCOCC1)c1ccc(-c2ccc(S(=O)(=O)NCCN3CCOCC3)cc2)cc1 | -10% | 0% | 4% | 0% | i
COc1ccc(NC(=O)Nc2ccc3c(c2)C(=O)N([C@@H](C)CO)C[C@@H](C)[C@@H](CN(C)S(=O)(=O)c2cn(C)cn2)O3)cc1 | 3% | -5% | . | 3% | 0.4%
CC1=CC(=O)N(c2ccn(C)n2)C1=O | -23% | -6% | 12% | -5% | 0.5%
CCOC(=O)C(=O)NNc1cccc(C)c1C | 8% | 6% | -4% | -5% | 0.6%
Cc1ccn2c(=O)c(C(=O)O)cnc2c1 | -6% | -1% | -3% | -5% | 0.9%
Other compounds
SMILES | influenza NS1A | M. tuberculosis | PhoP GFP inhibition | H37Rv inhibition | inhibitors of VEEV | others
Cc1cccc(NC2=NCC(=O)N2Cc2cccs2)c1 | 1% | -5% | -5% | 3% | i
CN(c1ccccc1)S(=O)(=O)c1cccc(NC(=O)CN2C(=O)NC3(CCCC3)C2=O)c1 | 4% | . | . | . | 1.9%
CC(C)(C)c1nc(SCC(=O)Nc2nc3c(s2)CCCC3)c2ccccc2n1 | 2% | 31% | -11% | 98% | ?
CC(NC(=O)c1ccc(CS(=O)(=O)c2cccc(C(F)(F)F)c2)o1)c1ccc2c(c1)OCCO2 (stereo unspecified) | -6% | -8% | -11% | -4% | 8.1%
O=C(COC(=O)CNC(=O)c1ccccc1)Nc1nnc(-c2ccccc2)o1 | 2% | 13% | 0% | 22% | i
Cc1ccc(C)c(S(=O)(=O)N2CCN(C(=O)CSC(=S)N3CCCC3)CC2)c1 | -2% | 2% | 4% | -9% | 7.1%
Cc1ccc(NC(=O)C2CCN(S(=O)(=O)c3ccc4c(c3)NC(=O)C(C)S4)CC2)c(Cl)c1 (stereo unspecified) | 0% | 29% | -19% | 93% | 0.6%
CCOc1ccc(S(=O)(=O)N2CCOCC2)c2ccccc12 | 2% | 14% | 2% | -5% | i
CCn1cc(CN2CCN(Cc3cccc(OC)c3)C(CCO)C2)c(C)n1 (stereo unspecified) | 0% | -6% | -11% | -11% | 0.1%
O=C(Cn1cnc2c(nnn2-c2ccc(F)cc2)c1=O)N1CCCC1 | 25% | -4% | -10% | 5% | 3.9%
Cc1nn2c(-c3ccccc3)ccnc2c1-c1ccccc1 | -6% | 42% | 2% | 2% | 7.3%
CCOC(=O)C1=C(COC(=O)C(CC)Oc2ccccc2)NC(=O)NC1C (stereo unspecified) | -17% | 4% | 2% | 6% | 2.1%
CCN(CC)S(=O)(=O)c1cccc(C(=O)NC(C(=O)Nc2nnc(C3CC3)s2)C(C)C)c1 (stereo unspecified) | 7% | 40% | -6% | 2% | 2.2%
O=C(CN(Cc1ccccc1)S(=O)(=O)c1ccc(Br)cc1)NCc1ccco1 | 0% | 15% | -6% | 1% | 1.1%
Cc1nc(CC(=O)NNS(=O)(=O)c2cccc(Cl)c2Cl)cs1 | 2% | 12% | . | 5% | 0.1%
COc1ccc(NC(=O)C2C3C=CC4(O3)C2C(=O)N(CCCN2CCCC(C)C2)C4C(=O)NC2CCCCC2)cc1 (stereo unspecified) | -6% | 17% | -12% | -6% | 1.2%
COc1ccccc1C(=O)NCCC(=O)Nc1ccc(C)cn1 | 23% | -14% | -7% | -22% | 0.9%
Cc1ccc(S(=O)(=O)N(C)C)cc1NC(=O)COC(=O)Cc1cccs1 | -9% | -11% | -2% | -2% | 2.1%
Cc1ccc(NS(=O)(=O)c2ccc(Cl)s2)nc1 | 1% | 3% | -8% | -4% | 1.4%
CCOC(=O)c1c(C)[nH]c(C(=O)COC(=O)C2CC2C)c1C (stereo unspecified) | 1% | 2% | 6% | 0% | 0.9%

Screening results (PubChem BioAssay)

Hits appear at their usual frequency. About 1.6% of those tested had a hit in this group.
